# From PubChem BioAssay
# PV pol inh = poliovirus RNA polymerase inhibition; poliovirus polymerase elongation, fluorescence polarization; active compounds read low; % elongation, % (compound at 16.7 µg/mL); 0.66% of 150,000 active; AID 588519; in the data active means % elongation below about 90%; further: some results filed as inactive read as strong as hits
# Target sequence (P03300 1749-2209 limits assumed): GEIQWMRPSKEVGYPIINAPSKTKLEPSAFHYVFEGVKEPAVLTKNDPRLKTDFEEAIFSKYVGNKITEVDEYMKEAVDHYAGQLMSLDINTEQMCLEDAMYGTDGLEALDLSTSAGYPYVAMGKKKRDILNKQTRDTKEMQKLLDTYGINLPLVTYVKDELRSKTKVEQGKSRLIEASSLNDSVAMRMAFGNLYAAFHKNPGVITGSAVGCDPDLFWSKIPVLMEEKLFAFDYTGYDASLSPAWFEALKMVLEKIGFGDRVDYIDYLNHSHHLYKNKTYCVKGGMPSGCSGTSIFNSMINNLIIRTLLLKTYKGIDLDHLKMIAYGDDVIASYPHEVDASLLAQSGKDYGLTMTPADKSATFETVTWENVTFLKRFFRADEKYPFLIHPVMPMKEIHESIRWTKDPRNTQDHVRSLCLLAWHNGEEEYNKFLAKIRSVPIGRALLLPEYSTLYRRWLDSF
# PV pol inh FP z-score = further read-out of PV pol inh, marked with its call; z-score; measured here: FP z-score; hits read low
# Active calls of the source: *; & = joins results of further samples. These rows are one share of the data. The share of hits here may be higher or lower than overall.
# Results follow in this order: PV pol inh | PV pol inh FP z-score
NC1CCOc2ccccc21 (stereo unspecified)
  101 | 0
Cc1nc2nncn2c(NCc2ccc(Cl)cc2)c1C
  115 | 1.6
Cc1cn2c(nc3c2c(=O)n(C)c(=O)n3C)o1
  107 | 0.3
CCC1CCCCN1CCCNc1cnnc2c(Cl)cccc12 (stereo unspecified)
  102 | 0
COc1ccc(-c2c(C)nn3c(N4CCN(c5cc(Cl)ccc5C)CC4)cc(C)nc23)cc1OC
  108 | 0.8
Cc1ccc(CN2C(=O)CN(C3CCCC3)C(=O)C2c2ccc(F)cc2)cc1 (stereo unspecified)
  100 | -0.2
O=C(c1nc2ncccn2n1)N1CCc2ccccc2C1
  100 | -0.2
Cc1ccc(C(=O)Nc2ccc(-c3nc4ccccc4s3)c(O)c2)c(C)c1
  105 | -0.6
COCc1c(CSSCc2cnc(C)c(O)c2COC)cnc(C)c1O
  86* | -5.5*
CCOC(=O)c1c(NC(=O)/C(C#N)=C/c2ccc(OC)cc2)sc2c1CCC2
  106 | 0.6
CCCNC(=O)C1=C(C)C(=O)OC12CCCCC2
  103 | 0.5
CCCN(CCC)c1ccc(C2N=C(N)Nc3nc4ccccc4n32)cc1 (stereo unspecified)
  107 | 0.3
CN1CCc2nc(NC(=O)Cc3coc4cc5c(cc34)CCC5)sc2C1
  104 | 0.3
C[C@H]1C(=O)O[C@@H]2CCN3CC=C(COC(=O)[C@](C)(O)[C@]1(C)O)[C@H]23
  100&102 | 0.1&0.6
COc1cccc(NC(=O)C(C)Sc2nc(-c3ccccc3)cc(C(F)(F)F)n2)c1 (stereo unspecified)
  102 | 0
Cc1ccc(-n2nc3c(c2NC(=O)/C=C\c2ccccc2)CSC3)cc1
  100 | -0.4
O=c1c2c3c(sc2n(Cc2cc(=O)n4ccccc4n2)c(=O)n1-c1ccccc1)CCC3
  105 | 0
CN(C)c1ccc(/C=C2/CCC/C(=C\c3ccc(N(C)C)cc3)C2=O)cc1
  116 | 3.2
CC(C)c1ccc(NC(=S)NCc2ccc(C#N)cc2)cc1
  103 | 0.2
Cc1ccc(-n2nc(C(=O)N3CCN(c4ccc(F)cc4)CC3)c(=O)n(C)c2=O)cc1
  105 | -0.4

# An excerpt from above in order of molecular weight, descending.
# Results follow in this order: PV pol inh | PV pol inh FP z-score
COc1cccc(NC(=O)C(C)Sc2nc(-c3ccccc3)cc(C(F)(F)F)n2)c1 (stereo unspecified)
  102 | 0
Cc1ccc(-n2nc(C(=O)N3CCN(c4ccc(F)cc4)CC3)c(=O)n(C)c2=O)cc1
  105 | -0.4
CCCN(CCC)c1ccc(C2N=C(N)Nc3nc4ccccc4n32)cc1 (stereo unspecified)
  107 | 0.3
C[C@H]1C(=O)O[C@@H]2CCN3CC=C(COC(=O)[C@](C)(O)[C@]1(C)O)[C@H]23
  100&102 | 0.1&0.6

# (next part)
# Results follow in this order: PV pol inh | PV pol inh FP z-score
Cc1ccc(S(=O)(=O)Nc2nc3ccccc3nc2N2CCN(c3ccccc3)CC2)cc1
  102 | -0.4
Cc1cc(NC(=O)Nc2ccc(Cl)cc2)n(C(C)(C)C)n1
  102 | 0
COc1c(F)c(F)c(C(=O)Nc2ccc(N3CCN(S(C)(=O)=O)CC3)cc2)c(F)c1F
  100 | -0.9
COc1ccc(CCNC(=O)c2cnn(-c3ccc(F)cc3)c2C2CCN(C(=O)OC(C)(C)C)CC2)c(OC)c1
  109 | 0.6
CC(C)Cn1c(=O)c2sccc2n2c(CCCC(=O)NCC(C)c3ccccc3)nnc12 (stereo unspecified)
  114 | -0.1
CN1CCN(c2nc3c(S(=O)(=O)c4ccc(Cl)cc4)nnn3c3ccsc23)CC1
  111 | 0.6
COC(=O)c1ccc2c(c1)NC(=O)c1ccccc1S2
  102 | 0.2
CC(=O)Nc1ccc2nc(NC(=O)c3cccc(F)c3)sc2c1
  104 | 1
Cc1cc(NC(=O)CSCC(=O)N=c2sc3ccccc3n2C)no1
  99 | -1.2
Cc1ccc(C)n1-c1ccc(C2(O)CCSc3ccccc32)cc1 (stereo unspecified)
  110 | 1.6
O=C1CSc2nnc(-c3ccccc3Br)n2N1
  105 | 1
C=CCc1cccc2cc(C(=O)NCC3CCCO3)c(=O)oc12 (stereo unspecified)
  106 | 0.3
Cc1nc2cccnc2n1-c1cccc(C(=O)NCc2cccc(Cl)c2)c1
  108 | 0.2
CC1(C)N=C(SCC(=O)Nc2ccccc2)C(c2ccccc2)=N1
  100 | -0.4
NC(=O)C1CCN(C(=O)c2ccc(Oc3ccccc3)cc2)CC1
  103 | 0.8
Cc1ccc(Cn2cc(C(=O)c3ccc(F)cc3)c(=O)c3cc4c(cc32)OCCO4)cc1
  105 | -0.5
CCN(CC(=O)Nc1ccc(NC(C)=O)cc1)CC(=O)Nc1cc(C)on1
  98 | -0.4
COc1ccc2c3c(ccc2c1)-c1[nH]c2ccccc2c1CC3
  106 | 0.4
CCCSc1nc2sc3c(c2c(=O)n1-c1ccccc1)CCC(C)C3 (stereo unspecified)
  103 | -0.6
Cc1ccc(-c2cn(-c3cccc(Cl)c3)c(S(=O)(=O)CC(=O)Nc3ccccc3F)n2)cc1
  100 | -1.5
CC1Cc2ccccc2N1C(=O)COC(=O)c1ccccn1 (stereo unspecified)
  103 | -0.1
CCOc1ccc(-n2c(C)nc3cc(C(=O)NCCN4CCOCC4)ccc32)cc1
  100 | -0.1
c1csc(-c2nc(SCC3COc4ccccc4O3)n[nH]2)c1 (stereo unspecified)
  103 | -0.1
Cc1ccc2oc3c(c(=O)c2c1)C(c1ccc(F)cc1)N(c1nc(C)c(C)s1)C3=O (stereo unspecified)
  100 | -0.7
CC(C)(C)c1nc(Sc2ccc(C(F)(F)F)cn2)n[nH]1
  102 | 0.1
CCC(C)NC(=O)CSc1nc2cc3c(cc2c(=O)n1CCCC(=O)NCCc1ccc(OC)c(OC)c1)OCO3 (stereo unspecified)
  103 | -0.7
O=C(OCc1ccccc1)C1=NNC2C(=O)N(c3ccccc3)C(=O)C12 (stereo unspecified)
  103 | 0.4
Cn1c(C(=O)OC(C(=O)NCc2ccccc2)c2ccccc2)cc2sccc21 (stereo unspecified)
  102 | 0.2
CC(=O)N1CCc2cc(S(=O)(=O)Nc3cc(C)ccc3C)ccc21
  103 | 0.4
COc1cccc(CN(C)C(=O)CNC(N)=O)c1OC
  99 | -0.3
CC(=O)NC1=NN(C(C)=O)C(c2ccccc2)S1 (stereo unspecified)
  105 | 0.3
COC(=O)CN1C(=O)C2(C(C(=O)OC)=C(N)Oc3ccccc32)C2=C1CCCC2=O (stereo unspecified)
  103 | 0.5
Cc1ccc(CN2C(=O)N/C(=C\c3cn(CC(=O)N4CCOCC4)c4ccccc34)C2=O)cc1
  103 | 0.2
Cc1nn(C)c2c1c(C(F)(F)F)cc(=O)n2CC(=O)NC(C)(C)C
  109 | 0.8
CCOC(=O)C1=C(C)Nc2ccccc2N=C1NC(=O)c1ccccc1C
  96 | -0.6
CCCn1cc(S(=O)(=O)c2ccccc2)c(=O)c2cc(F)c(N3CCCC3)cc21
  107 | 0.7
O=C(c1ccc2c(c1)N(Cc1cccc(Cl)c1)C(=O)c1ccccc1S2(=O)=O)N1CCCC1
  101 | -0.8
O=S(=O)(c1ccc(NCCSCc2ccco2)nc1)N1CCCC1
  101 | -0.2
C/C(=N\N1CCN(C)CC1)C1=C(O)c2ccccc2C1=O
  100 | 0.2
CC1CCN(C(=O)CN2CC(C)Sc3ccccc32)CC1 (stereo unspecified)
  105 | -0.2

# Reprinted at random: 7 compounds from above, in no set order.
# Results follow in this order: PV pol inh | PV pol inh FP z-score
O=C(c1ccc2c(c1)N(Cc1cccc(Cl)c1)C(=O)c1ccccc1S2(=O)=O)N1CCCC1
  101 | -0.8
CCCn1cc(S(=O)(=O)c2ccccc2)c(=O)c2cc(F)c(N3CCCC3)cc21
  107 | 0.7
CCOC(=O)C1=C(C)Nc2ccccc2N=C1NC(=O)c1ccccc1C
  96 | -0.6
COC(=O)CN1C(=O)C2(C(C(=O)OC)=C(N)Oc3ccccc32)C2=C1CCCC2=O (stereo unspecified)
  103 | 0.5
C/C(=N\N1CCN(C)CC1)C1=C(O)c2ccccc2C1=O
  100 | 0.2
Cc1ccc(CN2C(=O)N/C(=C\c3cn(CC(=O)N4CCOCC4)c4ccccc34)C2=O)cc1
  103 | 0.2
O=S(=O)(c1ccc(NCCSCc2ccco2)nc1)N1CCCC1
  101 | -0.2

# Following part.
# Results follow in this order: PV pol inh | PV pol inh FP z-score
Cn1cc(I)c(C(=O)O)n1
  103 | -0.1
CC(NC(=O)NC12CC3CC(CC(C3)C1)C2)C(=O)O (stereo unspecified)
  107 | 0.5
COc1ccccc1CN1CCC(CNS(=O)(=O)c2cc(-c3onc(C)c3C)ccc2OC)CC1
  110 | 0.6
COc1ccc(CN(Cc2ccco2)C(=O)COc2ccccc2)cc1
  101 | -0.6
CCC(c1nnc(SCC(=O)N(CC)c2ccccc2)o1)N(C)C (stereo unspecified)
  103 | 0.4
CCC(Sc1nnc2c3ccccc3n(C)c2n1)C(=O)Nc1nnc(C(C)C)s1 (stereo unspecified)
  103 | -0.2
COc1ccc2c(c1)CC(C(=O)Nc1cc(OC)c(OC)c(OC)c1)CO2 (stereo unspecified)
  106 | 0
COc1cccc2cc(C(=O)Nc3ccc(N4CCNCC4)cc3)c(=O)oc12
  101 | -0.1
CCCN(C(=O)Cc1c(C(=O)O)n(CC)c2ccccc12)c1cccc(Cl)c1
  100 | -0.6
COC(=O)c1sccc1NC(=O)CSCCc1ccncc1
  100 | 0
O=C(c1ccccc1)c1c[nH]c2ccccc12
  101 | 0.2
CCOC(=O)N1CCN(C(=O)c2ccco2)CC1
  103 | 0.1
COc1ccccc1NC(=O)C1=C(C)Nc2nc(-c3ccco3)nn2C1c1ccccc1F (stereo unspecified)
  105 | 0
Cc1noc2ncnc(NC(C)(C)CO)c12
  101 | -0.1
Cc1nc2ccccn2c1/C(O)=C1\C(=O)C(=O)N(CCCN2CCOCC2)C1c1cccc(F)c1 (stereo unspecified)
  100 | -0.8
CCCCN(C1CCN(C(C)=O)CC1)S(=O)(=O)c1csc(C(N)=O)c1
  102 | 0.7
O=C1CN(C(=O)CSc2nnc(-c3ccccc3)n2-c2ccccc2)c2ccccc2N1
  101 | -0.1
O=c1[nH]c(=O)n([C@H]2CC(O)[C@@H](CO)O2)cc1Br (stereo partly specified)
  105 | 0.3
O=C(O)C(Cc1ccc(O)cc1)NC1CCS(=O)(=O)C1 (stereo unspecified)
  102 | 0
CCN1CCCC1CNC(=O)c1ccc2c(=O)n3c(nc2c1)CCCCC3 (stereo unspecified)
  103 | -0.2
CCc1cccc(NC(=O)CSc2nnc(-c3cc4occc4n3C)n2-c2ccccc2C)c1
  109 | -0.1
CCCCN(C)c1nnc(NC(=O)Nc2ccc(CC)cc2)s1
  100 | -1.1
S=c1[nH]nc(-c2ccccc2)n1/N=C/C=C/c1ccco1
  102 | 0
CCOC(=O)NNc1ncc(C(F)(F)F)cc1Cl
  102 | 0.2
COc1cccc(NC(=O)CCC(=O)N2Cc3ccccc3Oc3ncccc32)c1
  114 | 1.2
COC1=CC(=O)OC(/C=C/c2ccccc2)C1 (stereo unspecified)
  102&101 | 0.3&0.2
CN(C)C1(CNC(=O)COc2ccc3oc4c(c3c2)CCCC4)CCCCC1
  100 | -0.3
Cn1cc(/C=C2\SC(=NC3CCCCC3)NC2=O)cn1
  101 | -0.1
CCOc1ccccc1NC(=O)CSc1nc2c(oc3ccccc32)c(=O)n1-c1ccc(F)cc1
  104 | 0
O=C(c1ccccc1)c1ccc(C(=O)c2ccccc2)cc1
  82* | -2.8*
OC1C2C3CC4C2C(O)C2C1C3C42 (stereo unspecified)
  100 | -0.1
COc1ccc(Cl)cc1S(=O)(=O)N1CCN(C23CC4CC(CC(C4)C2)C3)CC1
  104 | 0
COc1cccc(C2NC(=O)NC3=C2CCc2ccccc23)c1 (stereo unspecified)
  99 | -0.2
CN(C)S(=O)(=O)N1CCC(c2nn(-c3ccccc3)c(=O)o2)CC1
  100 | -0.8
NCCCS(=O)(=O)O
  102 | 0.5
Cn1c2c(c3ccccc31)CC/C2=N\O
  102 | 0
O=c1sc2ccccc2n1CCCOc1ccccc1
  104 | 0.4
CC12CCC(C/C1=N/OC(=O)c1cc3ccccc3o1)C2(C)C (stereo unspecified)
  98 | -0.6
NCCCCOc1ccc(F)cc1
  107 | 0.6
COc1ccc(S(=O)(=O)N(CC(=O)NCC2CCCO2)c2ccc(C)cc2)cc1OC (stereo unspecified)
  104 | 0.5
O=C(NC1CCCC1)c1cc(Nc2cccc(C(F)(F)F)c2)nc2ccccc12
  105 | -0.1
COc1cccc(NC(=O)CSc2nc3c([nH]c4ccccc43)c(=O)n2-c2ccccc2)c1
  106 | -0.3
CC1(C)Cc2cccc(OCC(O)CNCc3ccccc3)c2O1 (stereo unspecified)
  104 | 0.5
Cc1nc(SCC(=O)Nc2ccc(Br)cc2)[nH]c(=O)c1Cc1ccccc1
  105 | 0.1
COc1ccc(-c2noc(CC(=O)Nc3cccc(OC)c3)n2)cc1
  106 | 0.8
Cc1sc2nc3scc(CC(=O)NCCO)n3c(=O)c2c1C
  101 | 0.2
COc1ccc(OC)c2c1CC(C)(C)N=C2SC
  103 | 0.4
Cc1ccc(/C=C2\SC(=S)N(C(C(=O)O)C(C)C)C2=O)cc1 (stereo unspecified)
  102 | 0.1
NC(=S)Cc1nc(-c2ccccc2)cs1
  97 | -0.9
Cc1cc(/C=C/C(=O)N(C)CC2COc3ccccc3O2)c(C)n1Cc1ccco1 (stereo unspecified)
  106 | 0.2

# Additional compounds
# Results follow in this order: PV pol inh | PV pol inh FP z-score
CCOC(=O)c1c[nH]c2c(C)cccc2c1=O
  102 | -0.1
CC(=O)Nc1ccc(S(=O)(=O)N2CCC(C)CC2)cc1
  102 | 0.1
O=C1NC(=O)N(CCc2ccc(F)cc2)C(=O)/C1=C\c1ccc(O)c(O)c1
  100 | -0.2
Cc1ccc(CNC(=O)C(=O)NCC(c2ccco2)S(=O)(=O)c2ccc(C)cc2)cc1 (stereo unspecified)
  108 | 0.2
Cc1ccc(Cl)cc1NC(=O)CCn1c(=O)c2cccn2c2cccnc21
  110 | 0.4
Cc1cc2oc(=O)cc(CCl)c2cc1C
  102 | 0.2
COc1ccc(C2=NC(C(F)(F)F)(C(F)(F)F)N=C(c3ccccc3C)O2)cc1
  99 | -0.9
CN1C(=O)/C(=C\C=C\c2ccccc2Cl)SC1=S
  103 | 0.1
